High-throughput results deposited in PubChem by several laboratories.
GPR7 antag: antagonists of human GPR7 (neuropeptides B/W receptor 1); P48145; inhibition, % at 4.4 µM; GPR7-expressing cells, fluorescence antagonist assay; 290,000 tested, 1.1% active; in the data active = inhibition above about 16%, passing the limit was not always enough;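 note: cells stimulated with the agonist NPW; 0% = agonist with vehicle and 100% = vehicle without agonist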
VIM-2 inhibitor: inhibitors of Pseudomonas aeruginosa VIM-2 metallo-beta-lactamase. AID 1527. purified VIM-2, nitrocefin hydrolysis, epi-absorbance fluorescence. inhibition, % at 5.6 µM. 290,000 tested, 0.89% active;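 active = inhibition above the mean of all tested compounds plus 3 SD, cutoff set per screening run, cut at about 7.5% in these data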;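 note: red hydrolysis product quenches plate fluorescence so inhibitors raise well fluorescence; 0% = enzyme with DMSO and 100% = DMSO without enzyme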
IDE cell inh: inhibitors of human insulin-degrading enzyme in cells | P14735 | 320,000 tested, 0.41% active | HEK cells, FAbetaB cleavage, fluorescence polarization | inhibition, % at 5.59 µM | AID 434962;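 active = percent inhibition above the average of all tested compounds plus 3 SD, set per screening campaign, cut at about 16% in these data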;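 note: IDE supplied by intact live HEK cells; FP after avidin binding of uncleaved biotin substrate so inhibition keeps polarization high; 0% = DMSO wells and 100% = 60 µM reference IDE inhibitor Ii1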
Target sequence (P14735 whole entry, looked up): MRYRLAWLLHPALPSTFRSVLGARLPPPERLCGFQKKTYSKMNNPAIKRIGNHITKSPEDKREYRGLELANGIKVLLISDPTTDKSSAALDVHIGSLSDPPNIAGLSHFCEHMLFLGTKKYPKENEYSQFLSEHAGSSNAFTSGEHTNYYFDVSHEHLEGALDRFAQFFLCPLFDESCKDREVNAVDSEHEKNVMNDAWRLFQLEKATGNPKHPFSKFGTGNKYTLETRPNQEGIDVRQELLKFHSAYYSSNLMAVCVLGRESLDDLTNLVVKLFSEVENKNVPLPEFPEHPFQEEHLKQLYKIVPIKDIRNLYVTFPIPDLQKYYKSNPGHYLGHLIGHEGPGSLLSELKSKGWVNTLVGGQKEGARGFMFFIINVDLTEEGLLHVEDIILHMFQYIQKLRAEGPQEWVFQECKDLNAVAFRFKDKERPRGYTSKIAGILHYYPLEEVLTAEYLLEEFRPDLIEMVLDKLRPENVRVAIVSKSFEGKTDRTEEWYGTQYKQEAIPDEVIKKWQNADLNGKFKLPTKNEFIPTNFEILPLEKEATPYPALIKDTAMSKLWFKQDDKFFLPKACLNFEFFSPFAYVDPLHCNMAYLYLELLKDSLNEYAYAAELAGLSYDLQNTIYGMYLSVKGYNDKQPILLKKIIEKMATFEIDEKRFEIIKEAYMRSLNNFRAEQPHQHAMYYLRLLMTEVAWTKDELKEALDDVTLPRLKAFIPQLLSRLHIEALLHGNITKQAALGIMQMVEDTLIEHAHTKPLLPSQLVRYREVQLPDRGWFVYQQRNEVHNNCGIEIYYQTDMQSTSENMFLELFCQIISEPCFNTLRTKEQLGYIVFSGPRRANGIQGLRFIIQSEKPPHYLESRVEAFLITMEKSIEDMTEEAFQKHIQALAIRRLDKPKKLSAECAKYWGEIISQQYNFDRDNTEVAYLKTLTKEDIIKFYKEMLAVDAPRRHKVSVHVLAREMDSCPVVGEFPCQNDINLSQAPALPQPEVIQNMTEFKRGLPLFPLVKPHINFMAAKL
IDE cell activ: activators of human insulin-degrading enzyme in cells; P14735; HEK cells, FAbeta-B cleavage, fluorescence polarization; 0% vehicle, 100% cell-free pure enzyme wells; activation, % at 5.96 µM; 340,000 tested, 0.073% active;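 active = activation above the mean of all tested compounds plus 3 SD, set per screening campaign, cut at about 17% in these data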
PHOSPHO1 inh: blocks human PHOSPHO1 phosphatase activity; Q8TCT1; recombinant PHOSPHO1, absorbance phosphatase assay; inhibition, % at 13.3 µM; 290,000 tested, 1.1% active; AID 1565; in the data active = inhibition above about 60%
p-CIP stab down: compounds decreasing mouse p/CIP protein stability; decrease of EGFP signal, % at 10 µM; Q05BA5; 290,000 tested, 0.01% active; F442A p/CIP-EGFP cells, EGFP fluorescence, 16 h;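 active = EGFP signal decrease of at least 30% at 10 µM or well 3 SD below plate mean, unless failing retest; inactive = the rest, including hits failing retest or dose response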; note: some compounds called inactive have numbers as strong as hits; many of its hits are not listed in these tables
NALP1 yeast inh: inhibitors of NALP1 inflammasome in yeast; inhibition, % at 10 µM; 280,000 tested, 0.61% active; AID 2071; S. cerevisiae NALP1/ASC/caspase-1 growth, X-gal OD620, 72 h; in the data active = inhibition mostly above about 24%, no sharp cut-off; inactive = mostly below about 32%; note: some compounds called inactive have numbers as strong as hits
IMP-1 inhibitor: inhibitors of Pseudomonas aeruginosa IMP-1 metallo-beta-lactamase; purified IMP-1, nitrocefin hydrolysis, epi-absorbance fluorescence; inhibition, % at 5.6 µM; 290,000 tested, 0.45% active;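 active = inhibition above the mean plus 3 SD of all compounds in the same screening run, cut at about 4.5% in these data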;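 note: 0% = IMP-1 with DMSO and 100% = DMSO wells lacking enzyme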
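System: Purified recombinant IMP-1 metallo-beta-lactamase enzyme | Measured by: Fluorescence quenching readout, ex 480/em 530 nm | Replication: Singlicate | Incubation: 15 min preincubation plus 25 min reaction at 25 °C | Evaluation: Percent inhibition from optical density relative to buffer-blank wells | Benchmarks: DMSO with and without IMP-1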
PfM18AAP inh: blocks P. falciparum M18 aspartyl aminopeptidase. recombinant PfM18AAP, H-Glu-NHMec fluorogenic cleavage. AID 1822. 290,000 tested, 1.2% active. inhibition, % at 7.35 µM;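 active = inhibition above the campaign mean inhibition over all tested compounds plus 3 SD, cut at about 28% in these data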;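 note: 0% = plate median of test compound wells and 100% = 2 mM ZnCl2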
The depositor's hits bear a star; x = not tested or not shown. An excerpt (hit frequency here may not be typical).

SMILES	GPR7 antag	VIM-2 inhibitor	IDE cell inh	IDE cell activ	PHOSPHO1 inh	p-CIP stab down	NALP1 yeast inh	IMP-1 inhibitor	PfM18AAP inh
CCN1CCN(C(=O)Cc2ccc(C)cc2)CC1	-8	-1.4	-1	-1	24	-5	23	-2.8	-6
CC(=NCCCn1ccnc1)c1c(O)n(-c2ccccc2)c(=O)[nH]c1=O	-8	-2.4	2	8	3	5	x	-4.0	-6
N#Cc1cc2c(nc1SCC(=O)Nc1cc(Cl)cc(Cl)c1)C1CCN2CC1	5	-4.3	2	1	32	-11	-6	-2.4	-11
C=Cc1ccc(Cn2c(C(=O)O)c(C=O)c3ccccc32)cc1	-13	-2.4	4	-4	-10	10	0	-1.5	-1
O=C1NC(=O)N(c2cccc(Br)c2)C(=O)/C1=C/c1ccsc1	-3	-1.6	22*	1	-7	-3	-4	-0.2	2
CCN(CC)CCN1Cc2ccccc2C1=N	-3	-2.8	2	1	2	-2	x	-0.5	-9
CCC(C)N1Cc2ccccc2C1=N (stereo unspecified)	2	-0.6	3	4	8	1	20	-2.2	-8
CN1CCN(c2c(N)c(=O)oc3ccccc23)CC1	1	-2.0	6	3	-2	-1	7	-3.8	17
CCCCN1C(=O)/C(=C/c2ccc(N3CCCCCC3)cc2)C(=O)NC1=S	-9	-2.8	0	x	8	-6	18	-0.8	6
CCCCn1c(O)c(C(C)=NCCCN(CC)CC)c(=O)[nH]c1=O	-9	-2.9	0	4	-12	-10	7	-4.8	0
COC(=O)CC1(CC(=O)OC)C(=O)N(c2ccccc2)C(=O)N(c2ccccc2)C1=O	-9	-2.1	-1	5	24	-1	7	-2.6	2
O=C(O)c1cccc2c1NC(c1cccc([N+](=O)[O-])c1)C1CC(Sc3ccccc3[N+](=O)[O-])C(Cl)C21 (stereo unspecified)	-5	-5.8	x	8	32	-12	2	-2.7	21
CCCCCn1c(=O)c(C(=O)Nc2ccccc2S(N)(=O)=O)c(O)c2ccccc21	-3	-2.0	4	3	31	-20	-5	-2.5	5
FC(F)(F)c1ccc(CNCCc2ccc3c(c2)OCO3)cc1	-4	-4.8	3	0	28	-6	6	-2.7	5
CCOc1cc(C=C2C(=O)NC(=O)NC2=O)cc([N+](=O)[O-])c1O	-12	-0.2	-2	x	-3	4	5	-2.6	11
Cc1ccc(-c2cc(C(F)F)n3ncc(C(=O)N4CCC5(CC4)OCCO5)c3n2)cc1	0	0.0	-1	-2	21	2	8	0.8	-2
NC(Cc1ccccc1)c1nc2ccccc2[nH]1 (stereo unspecified)	-7	-2.4	2	4	38	12	-42	-3.5	1
CCC12C=CCN3CCC4(c5cc(Br)c(OC)cc5N(C)C4C(O)(C(=O)OC)C1OC(C)=O)C32 (stereo unspecified)	-3	-0.8	-4	3	34	-19	4	-2.7	3
O=C(CCc1nnc2ccc(NCc3ccc(F)cc3)nn12)N1CCC2(CC1)OCCO2	10	0.0	2	2	19	-11	19	-1.5	-1
O=C(Nc1cccc2ccccc12)c1nn(C23CC4CC(CC(C4)C2)C3)cc1Br	0	-2.1	1	-1	20	-25	8	-1.8	-12

Compounds from the list above containing a Cl atom:
SMILES	GPR7 antag	VIM-2 inhibitor	IDE cell inh	IDE cell activ	PHOSPHO1 inh	p-CIP stab down	NALP1 yeast inh	IMP-1 inhibitor	PfM18AAP inh
N#Cc1cc2c(nc1SCC(=O)Nc1cc(Cl)cc(Cl)c1)C1CCN2CC1	5	-4.3	2	1	32	-11	-6	-2.4	-11
O=C(O)c1cccc2c1NC(c1cccc([N+](=O)[O-])c1)C1CC(Sc3ccccc3[N+](=O)[O-])C(Cl)C21 (stereo unspecified)	-5	-5.8	x	8	32	-12	2	-2.7	21

Additional entries follow:
SMILES	GPR7 antag	VIM-2 inhibitor	IDE cell inh	IDE cell activ	PHOSPHO1 inh	p-CIP stab down	NALP1 yeast inh	IMP-1 inhibitor	PfM18AAP inh
O=C(c1ccco1)C12CN3CN(CN(C3)C1)C2	0	0.9	-1	-2	-4	10	2	-4.2	9
Cn1c(O)c(C=Nc2ccccc2)c(=O)n(C)c1=O	-15	0.6	-2	4	34	-14	-2	-1.9	3
C[C@]12CCC(=O)C(O)=C1CC[C@@H]1[C@@H]2CC[C@]2(C)C(=O)CC[C@@H]12	-2	-1.0	-3	-10	11	-3	20	-3.1	-8
O=C(CN1C(=O)CN=C(c2ccccc2)c2ccccc21)NCc1ccco1	-14	-1.4	-3	1	-8	-6	10	-3.5	4
CN1CCN(C(=O)COc2ccc(S(=O)(=O)NCc3ccccc3)cc2Cl)CC1	-3	-3.5	-1	-2	-9	-10	17	1.1	-5
CN1C(=O)C(C2c3ccccc3C(=O)N2Cc2ccccc2)C(=O)N(C)C1=O (stereo unspecified)	2	-3.4	1	4	-29	-3	4	-2.5	8
Cc1ccc2c(c1)CC1(CN2C)C(=O)NC(=O)N(c2ccc(C)c(C)c2)C1=O (stereo unspecified)	-9	-2.4	5	5	-8	-3	-4	-6.2	-3
CN=C(SCc1cc2c(cc1Cl)OCO2)c1c(O)n(C)c(=O)n(C)c1=O	-7	-3.2	10	2	23	-3	6	-2.7	11
Nc1cc(N2CCNCC2)ccc1[N+](=O)[O-]	-10	-2.6	7	4	1	13	3	-3.0	-3
COc1cccc(-n2nc(C(=O)N3CCC4(CC3)OCCO4)c3ccccc3c2=O)c1	-12	-0.6	2	-1	3	-7	-5	-0.7	-3
O=P(C(=Nc1ccc(Cl)cc1)N1CCOCC1)(N1CCOCC1)N1CCOCC1	-12	-1.8	-9	-2	-4	-5	-75	-5.1	-13
O=c1[nH]c(CN2CC=C(c3ccccc3)CC2)nc2cc(C(F)(F)F)ccc12	-5	-4.2	0	-4	9	-14	5	-4.8	-5
NC(Cc1ccccc1)Cc1ccccc1	0	-2.8	-1	0	38	-18	11	-4.3	-1
Cc1c(C)c2ccc(OCC(=O)N3C[C@H]4C[C@@H](C3)c3cccc(=O)n3C4)c(C)c2oc1=O	-9	3.7	7	4	23	3	9	-2.4	-1
Cc1cccc(N2C(=O)NC(=O)/C(=C\C=C\c3ccco3)C2=O)c1	-11	-0.2	6	-12	-29	-19	7	-1.8	12
Cc1ccc(OCCOc2cccc(C=C3C(=O)NC(=O)NC3=O)c2)c(C)c1	-4	-2.8	5	-6	29	-13	2	-3.2	8
Cn1c(O)c(C(=O)c2ccccc2Cl)c(=O)n(C)c1=O	-2	-4.5	8	5	25	-10	19	-2.1	0
COc1ccc(OC)c(CC(=O)N(C)C2CCCN(Cc3ccccc3F)C2)c1 (stereo unspecified)	-9	0.1	1	-3	19	-1	13	0.6	-12
O=c1[nH]c(=O)n(Cc2ccc(F)cc2)c(O)c1C=NCc1cccnc1	-3	-2.5	0	5	10	-3	6	-1.0	4
O=C(Nc1ccc(Cl)cc1)O/N=C(\c1ccccc1)c1ccccn1	-11	-3.6	3	0	6	0	-2	-2.1	0
CC(C)NC(C)C(=O)C12CC3CC(CC(C3)C1)C2 (stereo unspecified)	-4	-2.8	-4	2	-7	1	1	-2.0	5
CC1CCCCN1C(=O)c1ccc(N2CC3CC(C2)c2cccc(=O)n2C3)c([N+](=O)[O-])c1 (stereo unspecified)	-13	-2.6	-3	9	-16	-2	5	-2.6	-3
FC(F)(F)c1ccccc1CN1CCN(Cc2ccccc2)CC1	-6	-2.6	0	1	-2	-6	19	-3.9	16
Cc1cccc(N2C(=O)NC(=O)/C(=C\c3cccn3-c3ccc(Cl)cc3)C2=O)c1	-4	-3.0	-1	-6	-81	2	13	-1.9	3
O=C(c1ccc(Cl)cc1)C1CCCN(Cc2cccc3ncccc23)C1 (stereo unspecified)	-13	-1.8	6	4	-15	-22	14	-1.6	6
Cc1cc([N+](=O)[O-])c(Cl)cc1NC(=O)C(C)C	-5	-0.7	6	-2	2	5	23	-2.9	2
CC(=NCCO)c1c(O)n(C2CCCCC2)c(=O)[nH]c1=O	-11	-1.9	12	-2	12	-10	5	-2.0	3
CN1CCN(c2ccc(S(=O)(=O)C(F)(F)F)cc2[N+](=O)[O-])CC1	-6	-1.7	6	3	-14	-4	40	-2.6	2
C=CCn1c(O)c(C(C)=Nc2ccc(NC(C)=O)cc2)c(=O)[nH]c1=O	1	-1.8	9	0	-10	6	12	0.2	3
N#CC(C#N)=C(N)c1cccnc1	-7	0.7	1	-3	41	-1	12	-1.5	1
C=CCN1CCc2cccc3c2[C@H]1Cc1ccc(O)c(O)c1-3	-19	0.7	-1	-8	3	-7	9	-1.4	62*
COc1cc2c(cc1OC)-c1c(OC)c(OC)cc3c1C(C2)N(C)CC3 (stereo unspecified)	-8	5.0	2	2	3	-15	16	-1.8	18
O=C(Cc1ccccc1)OCCN1CCCCC1	-6	-2.6	-1	2	5	1	-2	-2.5	-2
Fc1cccc(CN2CCN(c3ccc(Cl)cc3)CC2)c1	-5	-1.7	-1	-4	24	-4	18	-2.9	0
CNC(=O)Nc1ccc(C(O)(C(=O)OC)C(F)(F)F)cc1 (stereo unspecified)	-13	-4.8	1	6	12	-3	10	-4.6	-4
CC1(c2ccccc2)NCCN2C(=O)CSC21 (stereo unspecified)	-9	-0.1	-4	-1	-2	10	x	-2.5	-2
NP(=O)(OCC(F)(F)F)Oc1ccc(Cl)cc1 (stereo unspecified)	-6	-3.8	4	3	2	-15	17	-3.2	0
Cc1nn(Cc2ccccc2)c(Cl)c1C(=O)O	-13	0.0	-2	-3	2	-8	-9	-1.2	0
O=C1NC(=O)N(c2ccc3c(c2)OCO3)C(=O)/C1=C/c1ccc(N2CCCC2)o1	4	-2.9	19*	-27	-2	-65	25	-3.4	17
CN1CCC2(CC1)NC(=O)c1ccccc1N2	-5	-0.4	x	x	35	-7	x	-1.5	0
O=c1c(C=NCc2cccs2)c(O)n(C2CCCCC2)c(=O)n1C1CCCCC1	-6	-1.8	1	5	13	-3	-4	-2.5	6
C=CP(=O)(O)c1ccccc1	-8	-2.2	-1	2	-4	-8	-7	-3.3	5
CCN1CCN(c2ncnc3ccc(Br)cc23)CC1	-17	-2.1	2	-1	38	10	9	-4.0	5
Fc1ccc(C(OCCN2CCCC2)c2ccc(F)cc2)cc1	14	-3.7	4	1	24	-14	21	-3.6	-2
O=C(CNC(=O)c1ccccc1)Nc1ccc(Br)cc1C(=O)c1ccccc1	5	-0.2	11	3	25	-8	44	-1.5	-5
CC(=O)OC1N=C(c2ccccc2)c2cc(Br)ccc2N(C)C1=O (stereo unspecified)	0	-3.9	1	2	4	5	-7	-0.4	-6
O=c1c(/C=N/N2CCOCC2)c(O)n(-c2ccccc2)c(=S)n1-c1ccccc1	1	-2.0	-3	2	9	-8	6	2.6	-5
Cc1cc(C(=O)CS(=O)c2ccc(F)cc2)cc(C)c1OC(=O)N(C)C (stereo unspecified)	-13	0.2	1	6	0	10	38	-2.6	-7
Cc1ccc(C(c2nnnn2Cc2ccccc2)N2CC=C(c3ccc(F)cc3)CC2)cc1 (stereo unspecified)	2	-2.4	-1	-1	12	-14	4	-3.0	-2
C=CCn1c(O)c(C(C)=NCCCO)c(=O)[nH]c1=O	-7	-0.7	-8	0	-7	-12	15	-2.5	-2
COc1cc(C[C@@H](C)N)c(OC)cc1I	x	x	4	8	-14	1	13	x	x
O=C(CNC(=O)OCc1ccccc1)Nc1ccc(Br)cc1C(=O)c1ccccc1Cl	-10	-4.4	-6	5	6	-10	22	-3.8	-3
